High-throughput results as filed in PubChem BioAssay.
TRAIL sens C8: caspase-8 TRAIL sensitization; NB7+C8 cells + TRAIL, ATPlite viability luminescence; inhibition (viability loss, TRAIL sensitization), % at 10 µM; 360,000 compounds, 1% hits;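 active means compounds causing at least 50% loss of cell viability in the single-dose screen, relative to plate controls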
CF NFkB block: inhibitors of cystic fibrosis induced NF-kB; KKLEB NF-kB-GFP reporter, PAF-induced, GFP fluorescence overnight; inhibition, % at 5 µM; 360,000 compounds, 0.86% hits; AID 588850;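 active means at least 50% inhibition at 5 µM, scaled per plate between neutral and stimulator controls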;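 further: PAF is a Pseudomonas aeruginosa culture filtrate used as stimulus; plate controls were PAF-stimulated DMSO wells for no effect and unstimulated DMSO wells for full effect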
KKLEB tox: reduces viability of KKLEB cystic fibrosis airway cells | 360,000 compounds, 0.36% hits | activity change (cytotoxicity), % at 5 µM | KKLEB CF airway cells viability, ATPlite luminescence, overnight; stronger effect = lower value; cells stimulated with P. aeruginosa culture filtrate;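 active means corrected activity change at or below -50% at 5 µM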
NR2E3 ag-1: NR2E3 (human) agonism; Q9Y5X4; inhibition of corepressor binding, % at 4.78 µM; 320,000 compounds, 0.12% hits; AID 2300; GST-NR2E3/biotin-RetCOR TR-FRET, 1536-well;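 active means percent inhibition above the cutoff of mean plus 3 SD of all tested compounds, set per screening campaign, cut at about 20% in these data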;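 further: 0% = DMSO wells and 100% = biotin wells as full block of FRET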
Target sequence (Q9Y5X4 whole entry, looked up): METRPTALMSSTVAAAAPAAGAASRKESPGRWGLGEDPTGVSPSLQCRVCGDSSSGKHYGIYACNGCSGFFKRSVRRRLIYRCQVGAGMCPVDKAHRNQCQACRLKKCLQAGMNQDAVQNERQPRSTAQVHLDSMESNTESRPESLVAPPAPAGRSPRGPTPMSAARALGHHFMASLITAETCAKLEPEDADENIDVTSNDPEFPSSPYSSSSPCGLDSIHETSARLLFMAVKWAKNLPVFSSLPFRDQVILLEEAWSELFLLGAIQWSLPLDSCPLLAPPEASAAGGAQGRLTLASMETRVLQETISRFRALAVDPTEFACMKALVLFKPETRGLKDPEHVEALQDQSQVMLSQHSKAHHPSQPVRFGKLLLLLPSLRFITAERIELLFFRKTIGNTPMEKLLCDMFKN
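System: GST-NR2E3 and biotin-RetCOR proteins; probe or stimulus: 7 nM biotin-RetCOR; doses: compound at 4.8 µM, single dose; schedule: Compound–protein incubation for 5 h at 4 °C; detection: time-resolved FRET; read-out: percent inhibition; controls: biotin wells as high control, 0.6% DMSO wells as low control; format: 1536-well plates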
NR2E3 ag-2: agonists of human NR2E3 nuclear receptor. Q9Y5X4. CHO-S Gal4-NCOR/VP16-NR2E3 two-hybrid, luciferase. inhibition of corepressor binding, % at 3.98 µM. 360,000 compounds, 0.35% hits. AID 602229;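 active means inhibition above the mean of all tested compounds plus 3 SD, cut at about 70% in these data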;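 further: 0% = DMSO with NR2E3 transfected cells and 100% = cells lacking NR2E3 construct; higher means lower luciferase signal from less NR2E3 corepressor binding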
Shn3 3UTR inh: Schnurri-3 reporter inhibition in Clone20 osteoblasts | 360,000 compounds, 0.52% hits | Clone20 osteoblast Shn3 3'UTR firefly luciferase, 24 h | inhibition, % at 12.5 µM;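 active means mean inhibition of at least 75% with every replicate also reaching 75%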;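 further: 0% = median of neutral control wells and 100% = pilot-screen positive control compound; some compounds past the cut are filed as inactive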
TRPM1 prom inh: inhibitors of MITF-driven TRPM1 promoter in melanoma cells; SK-MEL-5 TRPM1 promoter luciferase, 24 h; inhibition, % at 12.5 µM; 330,000 compounds, 0.83% hits; AID 488899;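 active means mean inhibition across replicates of 60% or more, whatever share of single replicates reaches that level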; further: values of inactives mirror those of a sister screen read the other way
TROY NFkB inh: blocks TROY-dependent signaling in reporter cells. inhibition, % at 10 µM. Q293 LMP1-TROYcd NF-kB luciferase reporter, 4 h. 360,000 compounds, 0.98% hits;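 active means compounds whose plate-normalised and pattern-corrected inhibition of the luciferase reporter signal at the single screening dose is 50% or more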
HIF-2a inh: HIF-2a inhibition. AID 624352. 360,000 compounds, 0.72% hits. inhibition, % at 18.8 µM. 786-0 RCC cells HIF-2a reporter, luciferase luminescence, overnight;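 active means inhibition of the luminescence signal of 40% or more relative to plate controls, in a single-dose primary screen at 18.75 µM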
Peg3 promoter: Peg3 promoter activity inhibition; HeLa PEG-Prom luciferase reporter, luminescence, overnight; inhibition, % at 20 µM; 360,000 compounds, 1.7% hits; AID 588405;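 active means inhibition of at least 50% at 20 µM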
TWEAK Fn14 block: TWEAK-Fn14 signaling inhibition; inhibition, % at 10 µM; 360,000 compounds, 2% hits; TWEAK-stimulated Fn14 reporter cells, luciferase luminescence, 8 h; in the data active means inhibition above about 50%
Numbers without * were called inactive; / = not tested or not shown; & = joins results of further samples.

SMILES	TRAIL sens C8	CF NFkB block	KKLEB tox	NR2E3 ag-1	NR2E3 ag-2	Shn3 3UTR inh	TRPM1 prom inh	TROY NFkB inh	HIF-2a inh	Peg3 promoter	TWEAK Fn14 block
CCN(CC(=O)Nc1ccc(NC(C)=O)cc1)C(=O)Cc1coc2cc(C)c(C)cc12	-0.4	-11.3	7.8	-1.5	-18.6	-1.2	2.4	7.5	12.6	22.0	2.0
O=C(Nc1ccc(F)cc1)c1cnc(-c2ccccc2)nc1-c1ccccc1	8.5	-6.6	-3.3	5.6	-1.4	8.3	3.8	-6.8	10.3	20.4	-5.3
CC(C)(C)c1ccc(OCCC(=O)NCC(c2cccs2)N2CCOCC2)cc1 (configuration not stated)	-3.0	3.4	-6.9	2.1	23.4	13.2	3.4	-19.6	5.4	2.1	0.9
CCCCCCSc1ccc([C@H]2N[C@@](Cc3ccccc3)(C(=O)OC)[C@H]3C(=O)N(C)C(=O)[C@@H]23)cc1OC	-5.2	30.7	-7.0	-1.8	-27.1	-4.3	-0.9	-46.1	-76.5	-30.0	10.2
COCCNC(=O)CSc1nc2cc(OC)c(OC)cc2c(=O)n1Cc1ccc(OC)cc1	-3.2	-5.7	-9.9	-1.8	-13.8	2.7	0.3	9.0	18.6	7.0	-7.5
CN(C)CCN1CCN(C2CN(Cc3ccc([N+](=O)[O-])cc3)S(=O)(=O)C2)CC1 (configuration not stated)	-13.3	4.5	7.1	/	7.0	3.4	/	-8.8	4.2	-17.4	-10.2
O=C1CCN(Cc2ccccc2)C=C1C(=O)c1ccccc1	-1.8	6.5	-5.4	/	-22.8	-1.3	-29.2	17.0	-26.5	-2.9	21.3
CCOc1ccc2nc(NCCNC(=O)c3cc(OC)c(OC)c(OC)c3)c(C#N)cc2c1	12.6	3.3	3.7	3.0	5.4	13.5	-1.0	-18.4	3.7	19.6	-30.5
Cc1ccc(OCC(=O)N2CCCCC2C)c([N+](=O)[O-])n1 (configuration not stated)	-0.2	15.9	6.2	/	-44.8	14.9	/	-10.5	-1.1	13.3	-3.9
CCCCCc1cc(=O)oc2c(C(CCN3CCN(c4ccccc4)CC3)c3ccc4c(c3)OCO4)c(OC)cc(OC)c12 (configuration not stated)	27.1	28.4	-15.7	2.5	9.6	37.5	10.4	-4.2	9.1	-2.3	8.6
O=C(CN1C(=O)CCS(=O)(=O)c2ccccc21)Nc1ccccc1F	7.7	19.7	-9.4	0.8	-22.6	-8.7	3.7	-13.1	8.8	10.5	19.8
Brc1ccc(CN2CCN(c3ccccc3)CC2)o1	-4.4	9.7	-3.2	/	-0.8	13.3	15.0	-6.7	11.4	8.6	-7.8
O=C1c2[nH]c(=O)[nH]c(=O)c2CN1Cc1ccccc1	-4.6	-1.2	-4.5	/	11.4	5.5	-4.7	-6.0	-5.4	-0.2	8.7
COc1ccc(-c2cnc3nc(/N=C/N(C)C)nn3c2/N=C/N(C)C)cc1	-7.5	11.4	7.4	-0.8	16.8	-12.9	-1.5	-9.6	17.1	5.3	-9.7
Nc1c(C(=O)CSc2nnc(COc3ccc(Cl)cc3)o2)c(=O)[nH]c(=O)n1C1CC1	20.5	-11.9	7.3	-3.4	-10.0	0.0	-25.9	2.6	-2.1	0.1	4.4
C/C(=N\Nc1nc2ccc(Cl)cc2o1)c1ccccc1	-0.7	-6.0	0.2	-0.4	-8.9	/	/	1.0	7.7	6.9	10.3
CC1CN(C(=O)C2CC(=O)N(c3ccc(Cl)cc3)C2)CC(C)O1 (configuration not stated)	-17.4	3.8	3.4	2.7	-10.6	-16.4	4.9	1.5	-3.9	3.5	-5.6
O=C(OCc1cc(=O)c(OC(=O)c2ccccc2)co1)c1ccccc1	-5.3	-1.4	18.7	/	-8.3	3.7	2.5	-17.2	1.1	-6.1	-6.6
O=C(CN(Cc1ccco1)C(=O)c1ccc(F)cc1F)Nc1ccccc1C(F)(F)F	6.5	14.4	-6.7	-0.9	22.0	14.7	7.4	-1.4	5.3	-2.6	4.6
COc1ccc(NC(=O)CN(C)C(=O)C2CC(=O)N(Cc3ccc(C)cc3)C2)cc1 (configuration not stated)	-3.2	23.3	-8.8	0.6	-16.2	-4.4	6.5	-1.8	15.8	24.7	2.5
COc1ccc(N(CC(=O)Nc2ccccc2Cl)S(=O)(=O)c2ccc(C)cc2)cc1OC	-3.7	-1.0	-28.7	0.3	8.8	11.5	3.9	21.1	19.4	21.1	-6.8
Cc1cc2cc(C)c3nnc(SCC(=O)NCc4ccco4)n3c2cc1C	2.9	-38.7	14.6	-0.6	-1.4	-13.9	-5.4	-27.6	2.4	-5.6	-6.6
Cc1cc2cc(CNC(=O)c3cccs3)ccc2n1C	4.4	-14.9	18.9	2.6	-7.7	-8.3	-9.7	-9.8	13.9	7.4	3.9
COc1ccc(NC(=O)c2cc(C3CCCCN3S(=O)(=O)Cc3ccccc3)on2)cn1 (configuration not stated)	6.7	7.8	-3.3	/	-71.9	-122.8	/	-32.2	-177.9	-160.1	-13.8
COc1ccccc1N(CC(O)CN1CCOCC1)S(=O)(=O)c1ccccc1 (configuration not stated)	-10.7	5.4	9.1	0.9	5.2	-11.2	0.4	-4.8	10.4	11.4	30.3

Reprinted at random: three entries already listed
SMILES	TRAIL sens C8	CF NFkB block	KKLEB tox	NR2E3 ag-1	NR2E3 ag-2	Shn3 3UTR inh	TRPM1 prom inh	TROY NFkB inh	HIF-2a inh	Peg3 promoter	TWEAK Fn14 block
CCN(CC(=O)Nc1ccc(NC(C)=O)cc1)C(=O)Cc1coc2cc(C)c(C)cc12	-0.4	-11.3	7.8	-1.5	-18.6	-1.2	2.4	7.5	12.6	22.0	2.0
O=C1c2[nH]c(=O)[nH]c(=O)c2CN1Cc1ccccc1	-4.6	-1.2	-4.5	/	11.4	5.5	-4.7	-6.0	-5.4	-0.2	8.7
O=C(CN1C(=O)CCS(=O)(=O)c2ccccc21)Nc1ccccc1F	7.7	19.7	-9.4	0.8	-22.6	-8.7	3.7	-13.1	8.8	10.5	19.8

(more compounds)
SMILES	TRAIL sens C8	CF NFkB block	KKLEB tox	NR2E3 ag-1	NR2E3 ag-2	Shn3 3UTR inh	TRPM1 prom inh	TROY NFkB inh	HIF-2a inh	Peg3 promoter	TWEAK Fn14 block
c1ccc2c(c1)nc(CN1CCOCC1)n1c3ccccc3nc21	22.7	3.8	-9.6	4.9	-18.3	14.0	5.8	-25.3	-16.2	-15.1	-7.2
CC(=O)Nc1cccc(NC(=O)c2c(-c3ccccc3Cl)noc2C)c1	3.9	-26.3	-4.8	-0.8	-9.7	-2.4	1.9	-12.0	7.1	12.6	0.3
Cc1ccc(C(=O)N2CC(=O)Nc3ccc(F)cc3C2c2ccccc2)cc1 (configuration not stated)	3.5	-6.2	-0.4	-0.4	-14.1	14.6	7.1	-1.6	18.1	12.4	-7.7
CCC(=O)Oc1cccc(C(=O)Nc2cccc(NC(=O)c3ccco3)c2)c1	4.1	7.0	3.3	2.0	-15.3	13.8	22.1	1.4	-2.4	-13.6	15.7
COc1cc(NC(=O)c2nccnc2N)cc(C(=O)Nc2cccc(C(F)(F)F)c2)c1	6.2&0.7	-25.4&-5.4	-0.9&2.6	3.0	-13.7&-18.7	1.7&-7.7	21.7	-21.6&-17.1	11.7&2.1	6.8&-13.6	-73.2&-37.4
COc1ccc(NC(=O)CN2CCC(C(N)=O)CC2)cc1	-23.5	10.2	0.0	-2.1	-17.2	-5.2	-3.6	-4.7	6.1	11.2	0.5
CN(C)S(=O)(=O)c1cccc(NC(=O)c2ccc(S(=O)(=O)N3CCCC3)cc2)c1	34.1	6.1	-16.8	5.6	4.1	24.1	33.1	15.0	11.6	14.9	-1.7
CC(=O)c1ccc(NC(=O)CCc2nc3sc4c(c3c(=O)[nH]2)CCCC4)cc1	6.8	16.2	-8.1	-13.7	10.4	-4.0	-10.3	-20.4	-3.2	-36.6	6.8
C=CCC1CCCCC12NC(=O)N(c1ccccc1)N2 (configuration not stated)	0.8	-3.4	6.3	-0.6	-1.4	-28.9	3.9	-5.9	10.4	2.6	-5.6
O=C(COC(=O)c1cccnc1)c1ccc(Cl)c(Cl)c1	-8.9	-0.6	-1.4	-0.7	-11.3	-29.5	3.1	-20.1	7.6	17.9	-14.9
c1ccc(-n2nnnc2NC2CCCCC2)cc1	0.1	2.0	-2.0	2.5	-1.7	17.4	4.1	2.9	-28.6	2.7	10.5
Cc1ccc(-c2nn(-c3ccccn3)c(=O)c3ccccc23)cc1C	-5.8	10.1	1.7	-1.6	9.0	13.1	6.6	-2.5	-0.4	13.2	1.5
COc1ccc(OC)c(NC(=O)CSc2nc3ccccc3c(=O)n2CCNC(C)=O)c1	0.5	-8.9	-8.0	5.0	-17.3	10.3	-15.2	-16.2	23.3	13.1	75.9*
O=C(Nc1cccc2ccccc12)/C(=C/c1cccc([N+](=O)[O-])c1)NC(=O)c1cccs1	7.0	-17.2	1.8	3.3	-4.3	-0.6	3.5	-0.5	19.8	0.8	5.4
CC(=O)c1cccc(S(=O)(=O)N2CCN(c3ccccc3F)CC2)c1	-5.4	3.1	8.7	0.9	-14.8	14.5	-2.4	4.8	6.2	12.3	-31.3
COc1ccc2c([N+](=O)[O-])c(N3CCCC3)[nH]c2c1	2.6	-5.4	-0.9	-2.7	7.6	3.0	0.2	18.3	-7.0	15.3	-18.8
O=C(Cc1cn2ccsc2n1)Nc1cccc2cnccc12	-9.5	15.1	-29.4	1.2	-19.5	6.6	-2.3	3.6	11.9	5.0	-3.3
CC1(C2CC2)NC(=O)N(CC(=O)Nc2ccccc2-c2ccccc2)C1=O (configuration not stated)	-4.3	-1.7	-6.4	3.2	-5.7	8.8	2.4	-17.2	7.1	-4.8	4.4
CCOC(=O)c1cnc2ccc(OCC)cc2c1N1CCN(c2ccccc2OC)CC1	-4.4	-6.9	-5.7	1.4	-13.5	56.9	5.3	1.1	-13.3	43.7	26.3
CCCc1c(C)c(C#N)c2nc3ccccc3n2c1NCCCN1CCOCC1	21.6	-10.7	-2.7	3.5	7.5	17.4	20.6	3.3	1.3	14.7	-3.5
CC(C)c1ccc(C(=O)NCCCNC(=O)c2cnccn2)cc1	18.6	-8.8	-1.6	2.1	-18.2	-0.2	-6.2	-3.8	-4.2	-11.7	21.0
Cc1ccc(OCC(=O)NNC(=O)C2CCC2)cc1C	15.2	-0.4	-22.9	0.3	-11.6	2.8	-0.3	-11.4	8.7	15.3	12.7
CCOC(=O)CN(C(=O)CSc1nnnn1C)c1ccccc1	3.3	-21.1	-16.6	/	-6.0	6.0	2.6	-31.3	0.2	-5.5	11.3
COc1cccc(SCC2CSc3nc4ccccc4c(=O)n32)c1 (configuration not stated)	-2.6	-16.4	-1.7	0.2	-25.3	18.4	-10.8	-10.3	6.1	1.7	12.9
CC1(C)Cc2cccc(OCC(=O)N3CCN(c4ccccc4)CC3)c2O1	-3.9	15.8	8.1	-3.2	-23.7	6.5	7.1	-12.5	10.3	8.4	-14.2
COc1ccccc1N1CCN(C(=O)c2cc(S(=O)(=O)N3CCOCC3)ccc2C)CC1	11.1	11.9	2.5	/	7.7	-0.6	-11.8	-8.6	8.9	-4.4	0.1
c1ccc(-c2nnc(CSc3nc4ccccc4[nH]3)o2)cc1	-7.6	-5.3	1.6	7.2	17.4	-22.7	-9.1	12.2	3.1	5.2	3.3

The list is partial, so the mix of outcomes need not match the whole.
